# Screens deposited in PubChem BioAssay by NMMLSC.
# GRK2 inh = human GRK2 inhibition via aptamer displacement. P25098. bead flow cytometry, FAM-aptamer displacement from GRK2. inhibition of aptamer binding, % at 10 µM. 330,000 compounds, 0.59% hits. AID 488847;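 active = inhibition of aptamer binding above 40%, roughly 3 SD of noise, on plates passing a quality check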;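 also: median bead fluorescence of bound FAM aptamer so fluorescent compounds give negative values; no value below 0 was filed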
# Target sequence (P25098 whole entry, looked up): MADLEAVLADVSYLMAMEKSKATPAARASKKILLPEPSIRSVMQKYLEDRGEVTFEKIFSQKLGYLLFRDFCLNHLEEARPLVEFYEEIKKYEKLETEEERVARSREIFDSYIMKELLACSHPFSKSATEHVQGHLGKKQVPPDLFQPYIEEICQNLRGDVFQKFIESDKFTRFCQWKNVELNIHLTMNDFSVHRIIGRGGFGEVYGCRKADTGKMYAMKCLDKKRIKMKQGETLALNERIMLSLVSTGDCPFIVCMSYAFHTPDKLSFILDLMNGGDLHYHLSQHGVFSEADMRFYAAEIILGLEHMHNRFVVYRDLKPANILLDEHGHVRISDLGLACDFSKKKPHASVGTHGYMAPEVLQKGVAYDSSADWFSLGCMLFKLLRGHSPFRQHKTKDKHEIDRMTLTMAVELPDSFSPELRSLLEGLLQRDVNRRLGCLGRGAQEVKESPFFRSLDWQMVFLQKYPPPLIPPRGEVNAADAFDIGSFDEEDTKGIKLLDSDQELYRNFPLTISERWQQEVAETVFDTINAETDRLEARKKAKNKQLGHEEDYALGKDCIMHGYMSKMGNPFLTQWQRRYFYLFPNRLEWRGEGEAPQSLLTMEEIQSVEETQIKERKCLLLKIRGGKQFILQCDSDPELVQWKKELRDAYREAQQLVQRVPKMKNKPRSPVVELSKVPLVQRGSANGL
# CR mimetic SO = yeast age-related superoxide inhibition as caloric restriction mimetic; S. cerevisiae aged cells, superoxide DHE fluorescence; stronger effect = lower value; superoxide response (% of plate mean), % at 10 µM; 330,000 compounds, 0.18% hits; AID 2690;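 active = superoxide response under a set limit, about three screen SD below normal, cut at about 65% in these data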;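 also: yeast aged for seven days with compound at 30 °C before DHE staining; 100% = average MFI of all compound-treated wells on the plate with controls excluded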
# VLA-4 inh = inhibition in a human VLA-4 binding assay; inhibition, % (about 7 µM as worked out from the volumes in the protocol); VLA-4 expressing cells, ligand binding flow cytometry; AID 2557; 330,000 compounds, 0.2% hits; in the data active = inhibition above about 50%
# An asterisk follows results filed as active; . = not tested or not shown. The list is partial (hit frequency here may not be typical).
# Start of the data: the first 3 compounds, ahead of the listing:
# Order of results: GRK2 inh, CR mimetic SO, VLA-4 inh
CC[C@]12c3[nH]c4cc(CCC(=O)N(C)C)ccc4c3CCN1C(=O)[C@@H](CC(=O)NCCN1CCOCC1)C[C@@H]2C(=O)N1CCN(C(=O)c2ccco2)CC1
    2, 103, .
CCOC(=O)C1=CN(Cc2ccco2)S(=O)(=O)N(CC)C1c1ccc(C(F)(F)F)cc1 (configuration not stated)
    0, 104, .
COc1cc(CN(CC(C)C)S(=O)(=O)c2ccccc2Br)cc(OC)c1
    0, 113, .

# All compounds of this part, repeating the preview:
# Order of results: GRK2 inh, CR mimetic SO, VLA-4 inh
CC[C@]12c3[nH]c4cc(CCC(=O)N(C)C)ccc4c3CCN1C(=O)[C@@H](CC(=O)NCCN1CCOCC1)C[C@@H]2C(=O)N1CCN(C(=O)c2ccco2)CC1
    2, 103, .
CCOC(=O)C1=CN(Cc2ccco2)S(=O)(=O)N(CC)C1c1ccc(C(F)(F)F)cc1 (configuration not stated)
    0, 104, .
COc1cc(CN(CC(C)C)S(=O)(=O)c2ccccc2Br)cc(OC)c1
    0, 113, .
O=C1C[C@@H]2CCN3C(=O)CCC[C@@H]([C@H]23)[C@@H]1Cc1ccccc1
    2, 112, .
CN(C)C(=O)CCc1ccc2c3c([nH]c2c1)[C@]1(C)[C@@H](C(=O)N2CCOCC2)C[C@H](CC(=O)NCc2cccc(C(F)(F)F)c2)C(=O)N1CC3
    5, 99, .
CCN1C(=O)[C@H]2[C@H]3CN=C(SC)N3[C@@](CC)(C(=O)OC)[C@H]2C1=O
    0, 106, .
COc1ccc2[nH]c3c(c2c1)CCN1C(=O)C(CC(=O)NCc2cccc(C(F)(F)F)c2)C[C@H](C(=O)N2CCCCC2)[C@@]31C (some centres not stated)
    1, 106, .
O=C1OCCN1C(=O)[C@H]1[C@H](c2ccc(Cl)cc2)C(c2cccc(Cl)c2)=NN1c1ccc(Br)cc1
    0, 98, .
COC(=O)[C@@]1(Cc2ccccc2)[C@H]2C(=O)N(C)C(=O)[C@H]2[C@H]2CN=C(SCC(=O)c3ccccc3)N21
    2, 94, .
O=C(C[C@H]1C[C@H](C(=O)N2CCCCC2)[C@@]2(CCc3ccccc3)c3[nH]c4ccc(Cl)cc4c3CCN2C1=O)NCCCn1ccnc1
    0, 104, .
COc1ccccc1C1CC(=O)Oc2c(C(C)C)ccc(C)c21 (configuration not stated)
    0, 94, .
O=C(C[C@H]1C[C@H](C(=O)N2CCOCC2)[C@@]2(CCC3CCCC3)c3[nH]c4cc(-c5ccco5)ccc4c3CCN2C1=O)NCCCn1ccnc1
    11, 104, .
COc1ccc(CN(CCC(C)C)S(=O)(=O)c2ccccc2Br)c(OC)c1
    0, 93, .
COc1ccc(-c2ccc(-c3cc(=O)oc4cc(OC)c(OC)c(OC)c34)cc2)cc1
    0, 112, .
Cc1ccc(S(=O)(=O)N2C[C@@H]3c4ccccc4N(S(=O)(=O)c4ccc(C)cc4)[C@@H]3[C@@H](C)C2CC(=O)c2ccccc2)cc1 (some centres not stated)
    2, 123, .
COc1ccc2[nH]c3c(c2c1)CCN1C(=O)C(CC(=O)NCc2ccco2)C[C@H](C(=O)N2CCCCC2)[C@@]31CCc1ccccc1 (some centres not stated)
    1, 99, .
CCN(CC)C(=O)[C@H]1C[C@H](CC(=O)NCc2ccc(OC)c(OC)c2)C(=O)N2CCc3c([nH]c4cc(CCC(=O)N(C)C)ccc34)[C@]12C
    2, 91, .
C[C@@H]1C(c2ccccc2)=NN(c2ccccc2)[C@H]1C(=O)N1CCOC1=O
    0, 104, .
CCOC(=O)C1=C(C)c2ccccc2N(S(=O)(=O)C(F)(F)F)C1C(=O)OCC (configuration not stated)
    0, 87, .
CCOC(=O)C1=CN(Cc2cccc(F)c2)S(=O)(=O)NC1c1ccc2ccccc2c1 (configuration not stated)
    11, 98, .
CCOC(=O)C1=CN(Cc2cccc(F)c2)S(=O)(=O)N(CC)C1c1ccc(Br)cc1F (configuration not stated)
    0, 96, .
CC1=CN(S(=O)(=O)c2ccc(C)cc2)C[C@@H]2[C@H]3CC[C@H](C3)[C@H]12
    0, 101, .
CCN(CC)C(=O)[C@H]1C[C@H](CC(=O)NCCCN(C)C)C(=O)N2CCc3c([nH]c4ccc(Cl)cc34)[C@]12C
    0, 100, .
CN(C)CCCNC(=O)C[C@H]1C[C@H](C(=O)N2CCOCC2)[C@@]2(CCC3CCCC3)c3[nH]c4cc(CCC(=O)N(C)C)ccc4c3CCN2C1=O
    0, 102, .
CCN1C[C@@H]2[C@@H]3C(=O)N(C)C(=O)[C@@H]3[C@](Cc3ccccc3)(C(=O)OC)N2C1=NC1CCCCC1
    0, 87, .
COc1cc(OC)c2c(-c3cccc(-c4ccc(OC)c(F)c4)c3)cc(=O)oc2c1
    1, 98, .
O=C1c2ccccc2[C@@H]2C[C@H](NC34CC5CC(CC(C5)C3)C4)[C@@H](O)CCN12
    0, 110, .
COc1ccc(-c2cc(CCC(=O)N3CCN(c4cc(C)ccc4C)CC3)on2)cc1
    27, 87, .
Cc1ccc(S(=O)(=O)N2C[C@@H]3[C@H]4CC[C@H](C4)[C@@H]3[C@@H](C)[C@@H]2c2ccco2)cc1
    4, 98, .
CC(C)(C)NC(=O)C[C@H]1C[C@H](C(=O)N2CCOCC2)[C@@]2(C)c3[nH]c4cc(-c5ccco5)ccc4c3CCN2C1=O
    1, 117, .
Cc1cc(C)c(CN2CCN(C(=O)Cn3cnc4c(NCc5ccccc5)ncnc43)CC2)c(C)c1
    3, 94, .
COc1ccc(CN(C)C(=O)Cn2cnc(C(=O)Nc3ccc(C)c(C)c3)n2)cc1OC
    0, 105, .
COC(=O)[C@H]1C[C@H](O)CN1S(=O)(=O)c1ccc(Br)cc1F
    0, 100, .
COc1ccc(CNCCS(=O)(=O)NC2CCCC2)cc1
    0, 107, .
Cc1cccc(C2=NN(c3ccccc3)[C@@H](C(=O)N3CCOC3=O)[C@@H]2c2ccc(F)cc2)c1
    1, 114, .
CC(C)C(=O)N[C@@H]1c2ccccc2CC[C@H]1OCc1ccccc1
    0, 113, .
COc1ccc(-c2noc(CCC(=O)N3CCN(c4ccccc4C(F)(F)F)CC3)n2)cc1
    1, 92, .
CC(C)(C)OC(=O)N1O[C@H]2CC1[C@@H]1[C@@H]2N=NN1CCc1ccncc1
    4, 102, .
O=C(Nc1nnc(SCc2cccc3ccccc23)s1)C1COc2ccccc2O1 (configuration not stated)
    0, 98, 9
C[C@@H]1CN([C@H](C)CO)C(=O)c2cc(NC(=O)C3CCCCC3)ccc2O[C@@H]1CN(C)Cc1ccc(C(F)(F)F)cc1
    0, 97, -1
C/C(=N/NC(=O)Cc1c(C)[nH][nH]c1=O)c1ccc(O)cc1
    0, 112, 16
CNC[C@H]1Oc2ccc(NC(=O)C3CCCCC3)cc2CC(=O)N([C@H](C)CO)C[C@@H]1C
    1, 112, 19
CCNc1ccc(C(=O)OCC(=O)NCc2ccc(C)cc2)cc1[N+](=O)[O-]
    2, 89, 4
COC(=O)c1ccc(NC(=S)N2CCC(C(N)=O)CC2)cc1
    2, 98, 46
CNC[C@H]1Oc2ccc(NC(=O)Cc3cn(C)c4ccccc34)cc2CC(=O)N([C@@H](C)CO)C[C@H]1C
    1, 91, -10
Cc1cc(C)cc(NC(=O)C(OC(=O)C2=COCCO2)c2ccccc2)c1 (configuration not stated)
    0, 82, 2
Cc1noc(C)c1NC(=O)N(C)C[C@H]1Oc2ccc(NS(=O)(=O)c3ccccc3)cc2C(=O)N([C@H](C)CO)C[C@@H]1C
    0, 107, 9
COc1ccc(NS(=O)(=O)c2ccc(N/N=C(\C)c3ccncc3)c([N+](=O)[O-])c2)cc1
    2, 113, 0
O=c1[nH]cnc2c1ncn2[C@@H]1O[C@H](COS(=O)(=O)O)[C@@H](O)[C@H]1O
    0, 95, 4
Cc1ccccc1N1C(=O)C2C3CC(=O)C(c4ccccc43)C2C1=O (configuration not stated)
    0, 83, 39
C[C@H](CO)N1C[C@H](C)[C@H](CN(C)S(C)(=O)=O)Oc2c(cccc2N(C)C)C1=O
    1, 95, 8
CS(=O)(=O)c1ccc(-c2sc3cc4c(cc3c2C(=O)NN2CCOCC2)OCO4)cc1
    0, 132, -5
O=C(C[n+]1cccc(CNC(=O)c2ccc(OC(F)F)cc2)c1)Nc1ccc(SC(F)F)cc1
    0, 81, 3
Cn1c(N)c(C(=O)c2ccc(Cl)cc2)c(=O)n(C)c1=O
    0, 87, 0
CCOc1ccc(CN(C)CC(=O)NNC(=O)c2ccc(Cl)cc2)cc1OC
    0, 96, 17
COc1ccccc1OCCOC(=O)Nc1ccccc1
    1, 94, 22
CC(OC(=O)c1cc2c(ccc3ccccc32)oc1=O)c1nc2ccccc2s1 (configuration not stated)
    0, 101, 19
CC(=O)N1CCN(CC(=O)c2ccc(Br)cc2)CC1
    0, 96, 13
Cc1ccc(CNc2ccc(N3C(=O)CC(C)C3=O)cc2[N+](=O)[O-])cc1 (configuration not stated)
    0, 117, -9
C[C@H](CO)N1C[C@H](C)[C@@H](CN(C)C(=O)NC2CCCCC2)Oc2c(cccc2N(C)C)C1=O
    0, 126, 7

# Later entries.
# Order of results: GRK2 inh, CR mimetic SO, VLA-4 inh
C[C@H](CO)N1C[C@H](C)[C@@H](CN(C)S(=O)(=O)c2cccs2)Oc2c(NS(=O)(=O)c3cn(C)cn3)cccc2C1=O
    0, 100, 11
CCOc1ccc(OCC(=O)OCn2c(SC)nnc(C)c2=O)cc1
    1, 93, 22
C[C@H](CO)N1C[C@H](C)[C@@H](CN(C)Cc2ccccc2)Oc2c(NS(=O)(=O)c3cn(C)cn3)cccc2C1=O
    0, 141, 14
O=C(c1ccc(F)cc1)[C@@H]1[C@@H](C(=O)c2ccccc2)[C@@]2(C(=O)Nc3ccccc32)[C@H]2c3ccccc3C=CN12
    2, 94, -98
CS(=O)(=O)c1ccc(C(=O)Nc2cc(S(C)(=O)=O)ccc2Cl)cc1
    5, 96, 0
COc1ccc(NC(=O)N(C)C[C@H]2Oc3c(NS(=O)(=O)c4cccs4)cccc3C(=O)N([C@@H](C)CO)C[C@@H]2C)cc1
    0, 110, 22
CC1CC1C(=O)OCC(=O)Nc1ccc(N=Nc2ccccc2)cc1 (configuration not stated)
    4, 96, 11
C[C@H](CO)N1C[C@H](C)[C@@H](CN(C)S(=O)(=O)c2cccs2)Oc2c(NC(=O)Cc3ccccc3)cccc2C1=O
    0, 103, 0
Cc1ccc(C(NC(=O)N2CC(C)OC(C)C2)C(Cl)Cl)cc1F (configuration not stated)
    0, 137, -17
COc1ccc2c(C(=O)NCCCCO)c(-c3ccc(S(C)(=O)=O)cc3)sc2c1
    0, 108, -1
CC(C)NC(=O)N(C)C[C@H]1Oc2c(NS(=O)(=O)c3cn(C)cn3)cccc2C(=O)N([C@H](C)CO)C[C@@H]1C
    6, 88, 3
COc1ccc(C(=O)NNC2=NC(C)(C)Cc3ccccc32)cc1
    0, 96, -12
COc1ccc(S(=O)(=O)Nc2ccc3c(c2)C(=O)N([C@H](C)CO)C[C@H](C)[C@@H](CN(C)S(=O)(=O)c2c(C)noc2C)O3)cc1
    3, 97, -7
C[C@@H]1CN([C@H](C)CO)C(=O)c2cc(NC(=O)C3CCCCC3)ccc2O[C@@H]1CN(C)Cc1ccncc1
    0, 89, -7
COC(=O)CC1c2cc(OC)c(OC)cc2CC(=O)c2cc(OC)c(OC)cc21 (configuration not stated)
    0, 138, -8
O=C(Cc1cccs1)N/N=C/c1ccco1
    0, 96, 1
O=C(CNCCCO)Nc1cc(C(F)(F)F)cc(NC(=O)CNCCCO)c1Cl
    0, 93, -20
CCOc1ccc(NC(=O)C[n+]2ccc(N(C)C)cc2)cc1
    0, 107, 9
COc1ccc(NC(=O)N(C)C[C@H]2Oc3ccc(NS(=O)(=O)c4c(C)noc4C)cc3C(=O)N([C@H](C)CO)C[C@@H]2C)cc1
    0, 97, -7
C[C@H](CO)N1C[C@H](C)[C@@H](CN(C)Cc2ccc(Cl)c(Cl)c2)Oc2c(NS(=O)(=O)c3cccs3)cccc2C1=O
    5, 94, 5
O=C(Nc1ccc(N2CCCC2)cc1)c1cccc(-c2cc3ccccc3oc2=O)c1
    0, 101, -9
Cc1cccc(Nc2nnc(SCC(=O)Nc3ccccc3[N+](=O)[O-])s2)c1C
    0, 116, 28
O=C(CSc1ccc(Cl)cc1)NC1CCCc2ccccc21 (configuration not stated)
    0, 98, 18
Oc1c(Br)cc(Cl)cc1C=Nc1ccccc1Br
    4, 78, 18
O=CN1CCN(C(=O)Cc2ccc([N+](=O)[O-])cc2)CC1
    1, 102, -1
CCOC(=O)C1C(C)=C(Nc2ccc(OC)cc2)C(=O)N1c1ccc(OC)cc1 (configuration not stated)
    13, 81, 19
CN(C)c1ccc(/C=C/C(=O)c2ccc(C(C)(C)C)cc2)cc1[N+](=O)[O-]
    38, 96, 10
Nn1c(Cc2cccc3ccccc23)nnc1SCc1ccccc1Cl
    9, 116, 18
O=C(c1cccc2ccccc12)N1CCN(c2ccc([N+](=O)[O-])c(NCc3ccco3)c2)CC1
    2, 112, 13
S=c1[nH]nc(-c2ccc3ccccc3n2)n1-c1ccc2ncccc2c1
    0, 110, 23
Cc1noc(C)c1S(=O)(=O)N(C)C[C@H]1Oc2c(NC(=O)Nc3ccccc3)cccc2C(=O)N([C@H](C)CO)C[C@@H]1C
    0, 98, 22
O=[N+]([O-])c1cccc(S(=O)(=O)NCC2CCCO2)c1 (configuration not stated)
    3, 97, 0
O=C(Cc1c[nH]c2ccccc12)NCc1cccs1
    0, 99, 17
COc1ccccc1OCCOCCOc1ccccc1Cl
    0, 107, 6
O=C(NCc1ccccc1Cl)c1ccc(-c2ccccc2)cc1
    1, 104, 14
